# CHOP UPR activ = activators of apoptotic CHOP UPR arm, primary screen, cell-based, CHO-CHOP luciferase reporter, luminescence, uHTS. 330,000 tested, 0.34% active. activation, % at 10 µM. UPR activation; percent of tunicamycin response over DMSO baseline;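 active = at 10 µM dose, activation of 40% or more, normalized to positive control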;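 note: 100% = tunicamycin at 10 µg/mL and 0% = DMSO alone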
#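 Evaluation: % reporter activation, DMSO baseline versus tunicamycin full activation; System: CHO-CHOP luciferase reporter cell line; Input: 500 cells/well; Incubation: 6 h compound treatment, 37 °C; Measured by: Steady-Glo luciferase luminescence; Dosing: one dose, 10 µM in 0.5% DMSO; Buffer or medium: F12 medium, 10% FBS; Benchmarks: positive tunicamycin 10 µg/mL, negative DMSO alone.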
# Gli-Sufu block = Gli-Sufu pathway antagonists, primary screen, luciferase luminescence, Sufu-KO-LIGHT cells, uHTS; inhibition, % at 5 µM; Sufu-KO-LIGHT fibroblasts, Gli luciferase reporter luminescence; 340,000 tested, 0.74% active;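 active = inhibition above about 55%, limit read from the data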;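 note: 0% = DMSO-treated cells and 100% = wells with medium but no cells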
# UPR XBP1 act = activators of adaptive XBP1 UPR arm, primary screen, cell-based, CHO-XBP1 luciferase reporter, luminescence, uHTS | IRE1-XBP1 UPR activation; percent of tunicamycin response, DMSO as zero | activation, % at 20 µM | 330,000 tested, 0.33% active;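 active = versus positive control, 20 µM dose yields 30% or more activation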;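 note: 100% = tunicamycin at 10 µg/mL and 0% = DMSO only wells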
#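 Material: CHO cell line with stable XBP1 luciferase reporter; buffer or medium: F12 medium containing 10% fetal bovine serum; compound: single point, 20 µM final compound, 1% DMSO; incubation: 6 h treatment, 37 °C; measured by: glow luminescence from Steady-Glo reagent; evaluation: activation, % of tunicamycin; control set: tunicamycin high, DMSO low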
# Mdm2 MdmX PPI = inhibitors of human Mdm2-MdmX association, primary screen, cell-based, luminescence, split luciferase, SaOS-2, uHTS | 330,000 tested, 3% active | inhibition, % at 8 µM | AID 485346, 2010 | SaOS-2 split-luciferase Mdm2/MdmX complementation;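 active = inhibition of at least 50% at 8 µM in the primary screen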
# Jurkat NFkB inh = inhibitors of induced NF-kB luciferase reporter, primary screen, TCR NF-kB activation inhibitor project, cell-based, luminescence, uHTS | Jurkat, PMA/ionomycin-induced NF-kB luciferase reporter | inhibition, % at 4 µM | 330,000 tested, 0.53% active | AID 435003, 2010; in the data active = inhibition above about 50%
# 697 NFkB inh = inhibitors of PMA/ionomycin-induced NF-kB reporter, 697 cells, primary screen, B-cell NF-kB inhibitor project, cell-based, luminescence, uHTS. 330,000 tested, 0.33% active. inhibition, % at 4 µM. 697 B-cell NF-kB luciferase reporter, 16 h; in the data active = inhibition above about 35%
# EBI2 block = EBI2 receptor antagonists, beta-arrestin recruitment, primary screen, cell-based, luminescence, 7a,25-OHC stimulation, uHTS; G-protein coupled receptor 183 (Homo sapiens), P32249; 7a,25-OHC stimulated; inhibition, % at 5 µM; 360,000 tested, 0.81% active; in the data active = inhibition above about 38%;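 note: enzyme fragment complementation signal reports receptor beta-arrestin coupling in cells; 0% = agonist plus DMSO wells and 100% = wells without agonist; some results beyond the cut were filed as inactive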
# Target sequence (P32249 whole entry, looked up, the tested form may be a part): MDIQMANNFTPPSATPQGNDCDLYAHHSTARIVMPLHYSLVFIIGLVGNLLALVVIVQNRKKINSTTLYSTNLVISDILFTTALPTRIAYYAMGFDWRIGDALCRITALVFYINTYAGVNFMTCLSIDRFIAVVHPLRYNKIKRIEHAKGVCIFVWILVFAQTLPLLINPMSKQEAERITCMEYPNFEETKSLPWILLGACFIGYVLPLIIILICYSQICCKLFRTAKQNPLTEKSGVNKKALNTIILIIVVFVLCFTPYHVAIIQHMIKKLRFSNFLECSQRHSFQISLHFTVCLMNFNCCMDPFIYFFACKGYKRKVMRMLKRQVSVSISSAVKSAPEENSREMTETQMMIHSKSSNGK
# CCR6 antagonist = CCR6 receptor antagonists, primary screen, cell-based, CHO-K1, luminescence, beta-arrestin, uHTS. CHO-K1 CCR6 PathHunter beta-arrestin, CCL20-stimulated. inhibition, % at 20 µM. 340,000 tested, 0.49% active. C-C chemokine receptor type 6 (Homo sapiens), P51684;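 active = compounds whose inhibition of the agonist-driven luminescence signal at 20 µM reaches about 50%, limit read from the data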;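 note: cells stimulated with CCL20 at 14 nM final; plate controls were DMSO with CCL20 for no effect and DMSO without agonist for full effect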
# Target sequence (P51684 whole entry, looked up): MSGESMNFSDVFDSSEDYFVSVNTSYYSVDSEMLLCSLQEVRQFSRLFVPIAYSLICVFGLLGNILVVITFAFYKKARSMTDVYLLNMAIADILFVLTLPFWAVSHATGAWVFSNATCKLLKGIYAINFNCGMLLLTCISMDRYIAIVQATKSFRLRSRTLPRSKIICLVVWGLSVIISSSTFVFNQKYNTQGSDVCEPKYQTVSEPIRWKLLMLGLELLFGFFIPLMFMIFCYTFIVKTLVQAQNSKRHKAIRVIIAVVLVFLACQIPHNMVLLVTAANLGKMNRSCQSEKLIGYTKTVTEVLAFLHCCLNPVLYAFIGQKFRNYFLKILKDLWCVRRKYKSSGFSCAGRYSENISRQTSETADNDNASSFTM
# CXCR6 inh = CXCR6 receptor inhibitors, primary screen, cell-based, beta-arrestin, luminescence, CHO-K1 PathHunter, 1536-well | inhibition, % at 20 µM | C-X-C chemokine receptor type 6 (Homo sapiens), O00574 | 360,000 tested, 0.36% active | AID 602244, 2012; in the data active = inhibition above about 34%, passing the limit was not always enough;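 note: antagonist mode with CXCL16 agonist at 10 nM final; 0% = 10 nM CXCL16 with DMSO and 100% = unstimulated wells without agonist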
# * = called active by the depositor; . = not tested or not shown.
molecule	CHOP UPR activ	Gli-Sufu block	UPR XBP1 act	Mdm2 MdmX PPI	Jurkat NFkB inh	697 NFkB inh	EBI2 block	CCR6 antagonist	CXCR6 inh
CCC(c1nnnn1Cc1ccccc1)N(Cc1ccco1)Cc1cc2cc(OC)ccc2[nH]c1=O (stereo unspecified)	1.4	-1	-3	14	7	7	-6	28	0
Cn1cc(S(=O)(=O)N2CCCC(C(=O)O)C2)cn1 (stereo unspecified)	0.5	-3	-2	-19	-6	-4	2	-1	0
COc1cc(C(=O)OCC(=O)NC(C)CCc2ccccc2)cc(OC)c1OC (stereo unspecified)	-1.2	-11	0	26	1	9	2	7	-6
CCCCn1c(=O)c(CCC(=O)OC(C)C(=O)Nc2cccc(Cl)c2Cl)nc2ccccc21 (stereo unspecified)	1.1	8	-1	4	12	5	17	23	11
COc1ccccc1N1CCN(S(=O)(=O)c2cc(-c3cc(C)no3)ccc2C(C)C)CC1	-0.4	-14	-3	35	-7	-60	22	17	9
Cc1ccc(C(=O)OCC(=O)NCc2cc(C)c(O)c(C)c2)cc1S(=O)(=O)N1CCCCC1	1.0	3	-6	19	6	11	6	5	-7
CCc1ccc(Nc2ncc3c(n2)CC(c2ccco2)CC3=O)cc1 (stereo unspecified)	-1.3	-13	0	10	-34	-39	14	5	3
Cc1ccc(NC(=S)N(CCN(C)C)Cc2cccs2)cc1	0.2	9	-1	12	17	-10	-10	7	8
O=[N+]([O-])c1ccc2[nH]c3c(c2c1)CCCC3	-1.1	-2	1	17	-26	-56	-5	13	0
Cc1ccc(NC(=O)C2CC(=O)N(CCc3ccccc3)C2)c(C)c1 (stereo unspecified)	-1.2	6	-2	-19	5	6	1	-6	-6
Cc1cccc(C)c1NC(=O)CN(C)C(=O)CCc1nc2sc3c(c2c(=O)[nH]1)CCCC3	1.9	-1	-1	24	-10	17	-11	3	-7
COc1ccc(CC(=O)OCC(=O)N2CCN(S(=O)(=O)c3ccc(C)cc3C)CC2)cc1OC	2.4	-8	-3	27	4	7	3	-4	-4
C=CCNc1nc(C2(C)CC3(CC(C)OC3=O)C(=O)O2)cs1 (stereo unspecified)	0.1	2	2	1	-3	24	-8	-10	-7
O=C(NC1CCCCC1)N1CCN(c2ccccc2Cl)CC1	1.4	-26	1	-3	12	-11	-11	19	9
CCOC(=O)CCCCC(=O)c1[nH]c(=O)[nH]c1CSc1nnc2c3cc(Br)ccc3n(C)c2n1	-0.9	.	2	8	-4	7	.	.	.
O=C(NNc1nc(-c2ccccc2)cs1)c1ccco1	-1.1	3	2	31	-9	5	-8	-6	0

# Molecules from the list above containing a halogen, in the order listed:
molecule	CHOP UPR activ	Gli-Sufu block	UPR XBP1 act	Mdm2 MdmX PPI	Jurkat NFkB inh	697 NFkB inh	EBI2 block	CCR6 antagonist	CXCR6 inh
CCCCn1c(=O)c(CCC(=O)OC(C)C(=O)Nc2cccc(Cl)c2Cl)nc2ccccc21 (stereo unspecified)	1.1	8	-1	4	12	5	17	23	11
O=C(NC1CCCCC1)N1CCN(c2ccccc2Cl)CC1	1.4	-26	1	-3	12	-11	-11	19	9
CCOC(=O)CCCCC(=O)c1[nH]c(=O)[nH]c1CSc1nnc2c3cc(Br)ccc3n(C)c2n1	-0.9	.	2	8	-4	7	.	.	.

# (continued)
molecule	CHOP UPR activ	Gli-Sufu block	UPR XBP1 act	Mdm2 MdmX PPI	Jurkat NFkB inh	697 NFkB inh	EBI2 block	CCR6 antagonist	CXCR6 inh
COC(=O)[C@H]1C[C@H]1[C@@H](NC(=O)c1ccc[nH]1)c1ccccc1	0.5	8	1	-4	3	20	0	12	-4
Cc1cccc(NC(=O)COc2ccccc2C)n1	4.8	-8	5	-5	-56	6	-1	11	-2
C/C(CCc1ccc2c(c1)OCO2)=N\NC(=O)c1ccccc1Br	-2.7	-11	-1	9	-7	6	-3	10	4
S=C(Nc1ccc(Cl)cc1)NC1CCN(Cc2ccccc2)CC1	-0.8	25	-1	-5	12	17	10	10	-13
CCOC(=O)c1cccc(-n2cccc2/C=C2\NC(=O)N(CC(=O)O)C2=O)c1	-2.2	-10	-3	19	2	19	-9	16	-1
CC1CN(c2nc3c(c(=O)n(Cc4ccc(Cl)c(Cl)c4)c(=O)n3C)n2C)CC(C)O1 (stereo unspecified)	0.2	16	-2	34	13	-24	33	11	-5
CCCCC(=O)Nc1cnc(NC(=O)c2ccco2)cc1C	5.6	-8	-1	18	-18	-12	-13	4	3
Cc1ccc2nc(SCC(=O)Nc3cc([N+](=O)[O-])ccc3F)[nH]c2c1	1.0	9	0	21	-8	8	-7	16	0
COCCCn1c(-c2ccc(OC)cc2)nc2c1c(=O)[nH]c(=O)n2Cc1ccccc1	-2.0	9	-2	-3	-17	4	17	22	4
CC(C)(C)C(=O)Nc1scc(-c2ccc(-c3ccccc3)cc2)c1C(=O)O	0.3	3	-4	12	-4	4	-5	-1	1
CCCCOC(=O)C1C2C=C[C@]3(CN(CCCOC)C(=O)[C@H]13)O2 (stereo partly specified)	1.3	0	-1	26	1	11	-7	-25	4
CC1(C)C(=O)OC(c2cccn2-c2ccc([N+](=O)[O-])cc2)C2(CCCCC2)C1=O (stereo unspecified)	-1.8	11	4	47	-6	0	12	10	4
O=C(Nc1c(C(=O)N2CCOCC2)oc2ccccc12)c1ccccc1Cl	0.1	-17	-1	24	-20	-8	-6	2	-7
CN(C(=O)COC(=O)c1cnc(Cl)c(Cl)c1)C1CCS(=O)(=O)C1 (stereo unspecified)	0.2	3	-2	1	8	9	-3	1	5
CN(CC(=O)Nc1ccc(F)cc1)C(=O)Cn1cnc2ccc([N+](=O)[O-])cc2c1=O	1.3	3	1	11	2	18	-6	-5	-11
O=C1N=C(N2CCCC2)S/C1=C\c1ccccc1	2.5	0	6	-2	-12	7	0	7	-5
Cc1ccc(NC(=O)CS(=O)CC(=O)Nc2cnc3ccccc3c2)cc1Cl (stereo unspecified)	1.8	-22	-8	23	20	14	6	13	-4
Cc1cc(C)c(OCCCCN(C)Cc2ccccc2)c(C)c1	1.7	24	-3	9	-6	-11	1	8	-4
COc1ccc(NC(=O)CSc2nc3ccccc3n2-c2ccccc2)c([N+](=O)[O-])c1	1.1	-2	5	13	-28	1	-12	17	0
CCn1c(CCNC(=O)c2cccs2)nnc1SCC(=O)Nc1cccc(Cl)c1	-0.7	-5	1	22	16	28	9	12	1
CC(C)N(C(=O)CSc1nnc(Cc2ccc3c(c2)OCO3)n1C)C(C)C	-0.3	-10	0	27	-3	5	-8	3	-5
CC(C)Cn1c(N)c(C(=O)CSc2nncs2)c(=O)n(C)c1=O	-0.2	3	-2	-6	10	9	-5	5	-10
COc1ccc(OC)c(CCNC(=O)c2ccc(CS(=O)Cc3cccc(Cl)c3)o2)c1 (stereo unspecified)	3.3	-6	-4	19	2	-8	15	22	-2
CCc1c(C)[nH]c(C(=O)OCc2ccccc2)c1C	.	-45	.	.	.	.	-10	4	-6
COc1ccc(-c2ccc(C#N)c(SCC(=O)NC3CC3)n2)cc1OC	-1.8	3	1	24	-9	-12	9	9	-9
COc1cc2c(-c3ccccc3)c(C)oc2cc1/C=N/NC(N)=S	11	13	9	46	4	-115	12	11	6
O=S(=O)(Cc1cc(Oc2ccccc2)nc(-c2ccccc2)n1)c1ccccc1	1.4	13	-3	21	4	-14	15	13	3
CCOC(=O)C(=CNc1cc(C)ccn1)C(=O)OCC	1.1	-2	-2	18	-4	9	-9	21	-6
CCc1nnc(NC(=O)CSc2nccn2-c2ccccc2)s1	1.9	-2	-1	-14	5	-4	-5	10	-4
O=C(CSc1ccccn1)N1CCNC1=O	0.1	-5	1	4	2	-5	-5	7	-8
CC(=O)c1ccc(N2CCN(C(=O)Cc3ccccc3)CC2)c(F)c1	-1.3	0	-3	-9	5	-2	7	4	-8
COc1ccccc1N1CCN(C(=O)COc2ccc(C)cc2Br)CC1	0.6	11	-1	23	24	-45	50*	-20	5
COc1cc2c(cc1OC)-c1cc(NC3CCCC3)nc(=O)n1CC2	-2.9	7	2	20	0	33	-11	2	2
C=CCNC(=O)C1CC(=O)N(c2ccc(Br)cc2)C1 (stereo unspecified)	0.9	10	1	-1	-5	-9	0	1	2
COc1cccc(NC(=O)CN(C)C(C)C(=O)N2CCCCC2)c1 (stereo unspecified)	-0.8	-10	-1	24	9	10	-6	1	1
Cc1ccc(S(=O)(=O)CCc2nnc(N)s2)cc1C	-1.6	-1	-2	29	-5	7	-7	1	1
c1ccc(C(c2nnnn2Cc2ccco2)N2CCN(C3CCCC3)CC2)cc1 (stereo unspecified)	0.4	8	-4	-3	-13	14	9	12	-5
COc1cccc(CNC(=O)c2cccnc2Sc2ccc(Cl)cc2)c1	0.4	4	0	8	10	-7	3	-13	7
Cc1cccc(OCC(=O)Nc2ccc(N3CCN(C(=O)c4ccccc4)CC3)cc2)c1C	3.3	19	-6	10	14	8	1	0	-9
CCC(CC)c1nnc(NC(=O)c2ccc(N3CCCC3=O)cc2)s1	-1.5	1	1	25	-4	3	-13	-14	-4
CCOc1ccccc1C1C(C#N)=C(N)N(N(C)C)C2=C1C(=O)CCC2 (stereo unspecified)	0.9	9	1	-9	8	8	4	0	0
CCOc1ccc(CCNC(=O)c2nnn(CC(=O)Nc3ccccc3C)c2N)cc1OCC	-2.6	46	1	19	-15	6	-18	4	3
CC1Cc2ccccc2N1S(=O)(=O)c1cccc(C(=O)NCC(c2ccco2)N2CCCC2)c1 (stereo unspecified)	1.8	12	-1	6	-2	7	4	20	11
Cc1sc2ncnc(N3CCCC(C)C3)c2c1C (stereo unspecified)	-0.9	8	-1	33	0	-30	6	10	2
CCOc1ccccc1CNC(=O)Cn1nc(C)c2c(C)n(-c3ccc(C)cc3)nc2c1=O	0.6	-7	-5	16	41	-27	-1	18	3
Cc1cc(NC(=O)C(C)SCC(=O)N(C)Cc2c(F)cccc2Cl)no1 (stereo unspecified)	-1.1	-5	-3	-2	5	-14	3	5	-2
CCC(CC)C(=O)Nc1ccc(Sc2ccc([N+](=O)[O-])cc2)cc1	-1.0	11	0	21	31	37*	8	29	-11
CN(C)c1ccc(/C=C/c2cc[n+]([O-])cc2)cc1	1.7	.	1	5	-18	-20	.	.	.
O=C(N/N=C/C(Cl)=C/c1ccccc1)c1cnccn1	1.7	-43	3	-8	4	-35	0	-5	-1
COc1cc2ccccc2cc1C(=O)Nc1nnc(-c2ccncc2)o1	0.4	-2	-2	-21	-22	-5	2	-3	-4
